rTrxR1 inhibitor – blocks rat thioredoxin reductase 1; O89049; recombinant rTrxR1, NADPH fluorescence consumption, selenite substrate; Potency, µM (doses to about 114 µM), without a hit: at the highest dose activity change, negative = inhibition, actives largely listed as inhibitors; actives 1% (n = 390,000); AID 588453; note: potency is the fitted concentration of half-maximal effect; % is set by controls: 0 for no effect and ±100 for the full control effect; nearly all actives have a fitted effect of over 65% in size
Target sequence (O89049 whole entry, looked up): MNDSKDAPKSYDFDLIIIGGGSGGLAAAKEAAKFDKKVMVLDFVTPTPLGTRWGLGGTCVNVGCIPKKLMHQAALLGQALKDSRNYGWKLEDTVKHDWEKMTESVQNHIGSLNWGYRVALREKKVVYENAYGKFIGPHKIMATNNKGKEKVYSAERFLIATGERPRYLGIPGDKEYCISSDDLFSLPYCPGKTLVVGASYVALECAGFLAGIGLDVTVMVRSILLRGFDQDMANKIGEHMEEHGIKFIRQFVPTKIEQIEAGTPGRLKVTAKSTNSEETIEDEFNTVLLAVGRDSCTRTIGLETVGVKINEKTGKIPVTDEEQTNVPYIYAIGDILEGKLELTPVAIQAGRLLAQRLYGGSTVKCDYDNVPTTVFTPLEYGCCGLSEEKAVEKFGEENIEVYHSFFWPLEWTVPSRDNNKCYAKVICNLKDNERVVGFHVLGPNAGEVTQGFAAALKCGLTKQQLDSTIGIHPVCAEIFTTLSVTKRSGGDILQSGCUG
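Rat TrxR1 (90 nM in the dispensed reagent) was pre-reduced with 400 uM NADPH for 5 min at room temperature, then incubated with compound for 15 min. After 400 uM selenite was added, NADPH fluorescence (Ex 340/Em 450 nm) was followed for 8 min.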
GLS inhibitor – blocks human kidney-isoform glutaminase activity. O94925. Potency, µM (highest dose often 45.5 µM), inactives show top-dose activity change, negative = inhibition, usual class: inhibitors. actives 0.21% (n = 410,000). AID 624170. GLS enzymatic activity, qHTS titration; note: potency is the fitted concentration of half-maximal effect; % is set by controls: 0 for no effect and ±100 for the full control effect
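Enzyme dispensed in phosphate buffer (45 mM, pH 8.2, 0.02% Tween-20), compounds pinned in, then 1 mM L-glutamine solution and the glutamate oxidase–HRP–Amplex Red mix added; fluorescence read immediately and again after 30 min at room temperature.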
HP1b binding inh – inhibitors of HP1-beta chromodomain binding to methylated histone tails. P83916. Potency, µM (highest dose often 114 µM), for inactives: top-dose activity change, negative = inhibition, actives largely listed as inhibitors. actives 0.56% (n = 390,000). AlphaScreen HP1-beta / biotin-H3K9me3 peptide binding; note: potency is the fitted concentration of half-maximal effect; nearly all actives have a fitted effect of over 70% in size; inactives centre near 23
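HP1-beta protein (50 nM final) preincubated 30 min at room temperature with biotinylated H3(1-18)K9me3 peptide (50 nM) in PBS pH 7.4, 0.01% Tween-20, then compound added for 30 min. AlphaScreen streptavidin donor/nickel chelate acceptor beads (10 ug/mL final), 30 min dark, luminescence read.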
USP1-UAF1 inh – inhibitors of human USP1/UAF1 deubiquitinase; recombinant USP1/UAF1, Ub-Rhodamine cleavage fluorescence; Potency, µM (top dose mostly 57.1 µM), for inactives: at the highest dose activity change, negative = inhibition, most hits filed as inhibitors; actives 0.23% (n = 390,000); note: potency is the fitted concentration of half-maximal effect; % is set by controls: 0 for no effect and ±100 for the full control effect; nearly all actives have a fitted effect of over 60% in size; inactives centre near -12
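USP1/UAF1 complex at 1 nM was preincubated with compound for 15 min at room temperature, then Ub-Rho substrate (150nM final) was added. Fluorescence (480/540 nm) was read kinetically, 6 reads every 60 seconds.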
Pin1 inh – blocks the human prolyl isomerase Pin1; Pin1 FP peptide displacement, HiFluor488, 10 min; actives 0.009% (n = 390,000); AID 504891; Potency, µM (series often up to 115 µM), without a hit: at the top dose activity, negative = inhibition, hits mostly inhibitors; Q13526; active = well fitted inhibition curve with a large enough effect in the polarisation, with a control signal flat, not every such curve was filed as active; inconclusive = small, poorly fitted or top-dose-only effect, or effect the other way, or a change in a side signal; inactive = no such curve, though single readings can be large or run the other way; the % refers to the polarisation; note: potency is the fitted concentration of half-maximal effect; % is set by controls: 0 for no effect and ±100 for the full control effect
PI4K2A inh – blocks human PI4K2A kinase activity. actives 0.13% (n = 420,000). Q9BTU6. purified PI4K2A, ADP-Glo luminescence, 1 h; stronger effect = lower value. activity change, negative = inhibition, % at 76.9 µM; in the data active = activity change below about -50%; inconclusive = mostly about -30% to -49%;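 note: -100% = wells without enzyme as full effect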
Target sequence (Q9BTU6 whole entry, looked up): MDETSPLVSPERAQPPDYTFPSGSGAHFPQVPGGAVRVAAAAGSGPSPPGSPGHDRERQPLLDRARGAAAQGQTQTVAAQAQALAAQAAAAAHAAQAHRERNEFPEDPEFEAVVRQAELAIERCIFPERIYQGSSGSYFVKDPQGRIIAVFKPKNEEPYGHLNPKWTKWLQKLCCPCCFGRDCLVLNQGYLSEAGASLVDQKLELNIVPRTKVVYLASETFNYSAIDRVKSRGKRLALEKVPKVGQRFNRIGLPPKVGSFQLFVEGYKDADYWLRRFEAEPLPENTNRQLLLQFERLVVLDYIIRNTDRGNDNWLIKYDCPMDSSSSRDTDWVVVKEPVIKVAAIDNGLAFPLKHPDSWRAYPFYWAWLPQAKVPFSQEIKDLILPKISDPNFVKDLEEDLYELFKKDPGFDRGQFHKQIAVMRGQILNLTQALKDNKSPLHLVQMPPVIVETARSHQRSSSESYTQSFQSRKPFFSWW
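In this quantitative HTS, ADP production by PI4K2A was quantified luminescently after 1 h at ambient temperature; 100 microM adenosine served as plate-quality control.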
Tb PGK inh – blocks T. brucei phosphoglycerate kinase; Potency, µM (series often up to 57.5 µM), for inactives: top-dose activity change, negative = inhibition, usual class: inhibitors; actives 0.043% (n = 380,000); PGK/GAPDH coupled, Kinase-Glo luminescence, 60 min; AID 602233; note: potency is the fitted concentration of half-maximal effect; % is set by controls: 0 for no effect and ±100 for the full control effect; nearly all actives have a fitted effect of over 60% in size
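Recombinant glycosomal PGK reaction used 1,3-bisphosphoglycerate generated in-well by GAPDH (100nM final) in 100mM TEA pH 7.6, 5mM MgCl2, 0.01% Tween-20. After 60 minutes at room temperature, ATP was read by Kinase-Glo Plus luminescence end-point.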
TrxR1 substrate – is turned over as a substrate by rat TrxR1. AID 588456. O89049. actives 0.01% (n = 390,000). Potency, µM (series often up to 114 µM), inactives show at the top dose activity change, negative = substrate turnover. purified TrxR1 substrate turnover, NADPH consumption readout; note: potency is the fitted concentration of half-maximal effect; % is set by controls: 0 for no effect and ±100 for the full control effect; nearly all actives have a fitted effect of over 50% in size
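Rat TrxR1, dispensed at 90 nM, was prereduced with 400 uM NADPH (final) for 5 min at ~22 deg C, then incubated with compound 15 min before 400 uM selenite. A first-read NADPH fluorescence drop versus no-compound background flagged substrates.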
mIDH1 inhibitor – blocks human mutant IDH1 R132H enzyme. Potency, µM (series often up to 76.6 µM), for inactives: at the highest dose activity change, negative = inhibition, usual class: inhibitors. actives 0.093% (n = 390,000). IDH1-R132H enzyme, NADPH consumption, diaphorase/resazurin fluorescence. AID 602179. O75874; note: potency is the fitted concentration of half-maximal effect; % is set by controls: 0 for no effect and ±100 for the full control effect; nearly all actives have a fitted effect of over 65% in size
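IDH1-R132H (0.5 ug/mL) preincubated 30 min with compound, then NADPH (0.016 mM) and alpha-KG (2 mM) added; 80 min at RT, pH 7.5. Remaining NADPH coupled via diaphorase/resazurin to fluorescence (540/590 nm); concentration-response curves normalized to no-enzyme control.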
* marks the source's active call; other numbers are inactive results; i = inactive; ? = inconclusive; nt = not tested or not shown; & = joins results of further samples; [ ] = remark or other dose. Unless noted, calls come from the whole dose curve; as a rule, active = well fitted curve in the direction sought with a large enough effect; inconclusive = small, poorly fitted or top-dose-only effect, or another doubt; inactive = no such curve, though single readings can be large; an effect the other way counts as inactive or inconclusive. Not all compounds are listed (hit frequency here may not be typical).

No. | Structure | rTrxR1 inhibitor | GLS inhibitor | HP1b binding inh | USP1-UAF1 inh | Pin1 inh | PI4K2A inh | Tb PGK inh | TrxR1 substrate | mIDH1 inhibitor
1 | COc1ccc(CCN2C(=O)CSC2c2ccc(OC)c(OC)c2)cc1OC (centres undefined) | 8% | -1% | 20% | -3% | 0% | 0 | 3% | 1% | -11%
2 | COc1ccc2c(=O)c3c(=O)n(-c4ccccc4)c(-c4ccco4)nc3oc2c1 | -20% | 2% | 48%[activator] | -15% | 39%[activator] | 1 | -4% | -13% | -6%
3 | CCn1cc(C(=O)NCCc2ccc(Cl)cc2)c(=O)c2cc(S(=O)(=O)N3CCC(C)CC3)ccc21 | 22% | -3% | 24% | -33% | ? | -7 | 5% | -1% | -4%
4 | CCc1cccc(C)c1Nc1c(-c2ccc(N(C)C)cc2)nc2cnccn12 | 2% | 17% | ? | ? | 23% | 5 | -2% | -2% | 32µM*
5 | COc1ccc([C@@H](NC(=O)OC(C)(C)C)C(=O)OC(C)(C)C)cc1 | 11%[57.1 µM] | -6% | 50%[activator] | -12% | 4% | 4 | -10% | -4% | 4%
6 | O=C(/C=C/c1cccs1)N1CCN(c2ccccc2)CC1 | -2%[57.1 µM] | 4% | 8% | -13% | 3% | -1 | 3% | 2%[57.1 µM] | 1%
7 | CCN1C(C(=O)c2ccccc2)=C(OC(=O)c2ccc(Cl)cc2)c2ccccc2S1(=O)=O | ? | 4% | 18% | -18% | 8% | 78 | i | -3% | 5%
8 | O=C(CN1CCN(CC(=O)Nc2ccccc2Cl)CC1)Nc1ccc(F)c(F)c1 | -12% | 0% | 37% | 3% | 2% | 1 | nt | -4% | 7%
9 | Cc1cc(C)cc(NC(=O)Cn2nnc(-c3nc(-c4ccncc4)no3)c2N)c1 | 32% | -14% | 72%[activator] | ? | 2% | 8 | i | 5% | -8%
10 | COc1ccc(-c2n[nH]c3c2C(c2ccccn2)N(C)C3=O)cc1 (centres undefined) | 10% | 6% | 20% | -12% | 0% | 0 | 1% | 1% | -5%
11 | COc1ccccc1OC(C)C(=O)N1CC(=O)Nc2ccccc21 (centres undefined) | 1% | ? | -2% | -18% | -4% | 1 | i | -7% | 3%
12 | CC(=O)c1cccc(NC(=O)Nc2cccs2)c1 | -15% | 28% | 1% | 3% | 4% | -10 | -2% | -9% | 8%
13 | COc1ccccc1NC(=O)C1CCCN(C(=O)Nc2ccc(F)cc2)C1 (centres undefined) | 10%[57.1 µM] | -4% | 38% | -5% | 1% | 4 | -3% | -5%[57.1 µM] | -3%
14 | O=C1C[C@@H]2c3c(cccc3CN1Cc1ccc(Br)cc1)C[C@@H](O)[C@H]2O | 11%[57.1 µM] | -6% | 41%[activator] | -30% | 2% | 3 | -3% | 3%&-1% | 13%
15 | COc1ccc(NC(=O)N2CCC(C(=O)c3ccc4c(c3)OCCO4)CC2)cc1 | -4% | -1% | -24% | -16% | -4% | 6 | -2% | -11% | 0%
16 | CC1CCN(C(=O)c2cccc(S(=O)(=O)N3CCCc4ccccc43)c2)CC1 | 10% | 2% | 35% | -17% | -2% | -22 | -5% | -1% | 9%
17 | CC(C)(C)C1CCc2nc(NC(=O)Cc3cn4ccsc4n3)sc2C1 (centres undefined) | 1% | -29% | -26% | -30% | -2% | 1 | -5% | -2% | 0%
18 | COCCn1c(=S)[nH]c2cc(C(=O)NCCc3ccccc3)ccc2c1=O | 5% | 1% | 45%[activator] | -26% | -5% | -1 | -10% | 4% | 1%
19 | COc1cccc(-c2cccc(NC(=O)C3CCN(Cc4cccc(C)n4)CC3)c2)c1 | -10% | 1% | 32% | -12% | -12% | 3 | 1% | -5% | 2%
20 | CCOC(=O)CSc1nc(N)cc(=O)[nH]1 | 40%[activator][57.1 µM] | -11% | 41%[activator] | -17% | -3% | 2 | -5% | 1%[57.1 µM] | 12%
21 | O=c1n(-c2ccccc2)c(=O)n(Cc2ccccn2)n1Cc1ccccn1 | 3% | -13% | 5% | -1% | -3% | -7 | -1% | 1% | 7%
22 | COc1ccc(NC(=O)CSc2ccc(-c3cccs3)nn2)cc1 | -2% | 4% | 5% | -8% | 31%[activator] | -8 | 0% | -7% | 14%
23 | COc1ccc(C(=O)Nc2cnc3sc(C)nn3c2=O)cc1 | 20%[57.1 µM] | 3% | 32% | 0% | 1% | 1 | 0% | -13% | 1%
24 | COc1ccc(CNC(=O)CCC(=O)N2CC(C)Oc3ccccc32)cc1 (centres undefined) | 12%[57.1 µM] | 6% | 17% | -18% | -3% | 1 | -7% | 12% | 3%
25 | COc1ccc(-c2cc3ccc(O)c(CN4CCCCC4C)c3oc2=O)cc1OC (centres undefined) | 17%[57.1 µM] | ? | 33%[57 µM] | -11% | -17% | -4 | -5% | 28%[57.1 µM] | -5%

Reformatted with one line to a screen: two of the compounds above
#2 COc1ccc2c(=O)c3c(=O)n(-c4ccccc4)c(-c4ccco4)nc3oc2c1
#3 CCn1cc(C(=O)NCCc2ccc(Cl)cc2)c(=O)c2cc(S(=O)(=O)N3CCC(C)CC3)ccc21

screen / no.,2,3
rTrxR1 inhibitor,-20%,22%
GLS inhibitor,2%,-3%
HP1b binding inh,48%[activator],24%
USP1-UAF1 inh,-15%,-33%
Pin1 inh,39%[activator],?
PI4K2A inh,1,-7
Tb PGK inh,-4%,5%
TrxR1 substrate,-13%,-1%
mIDH1 inhibitor,-6%,-4%

Continued:
No. | Structure | rTrxR1 inhibitor | GLS inhibitor | HP1b binding inh | USP1-UAF1 inh | Pin1 inh | PI4K2A inh | Tb PGK inh | TrxR1 substrate | mIDH1 inhibitor
26 | CC(Nc1cc(=O)n(C)c(=O)[nH]1)c1ccccc1 (centres undefined) | ? | 18% | 40%[activator] | -11% | 2% | -2 | i | -8% | 10%
27 | COc1ccc(/C=C(\C#N)C(=O)OCC(=O)Nc2c(C)cccc2C(C)C)cc1 | 6% | -15% | 28% | -8% | 4% | 4 | -1% | 0% | 0%
28 | CCCn1ccc(O)c(Cc2ccc(Cl)cc2)c1=O | 3% | 7% | 32% | -4% | 7% | 3 | 6% | -4% | 12%
29 | CC(C)(C)c1ccc(/C=N/Nc2ccc(C(=O)O)cc2)cc1 | -23% | -4% | -10% | -27% | 6% | 5 | -11% | -16% | -1%
30 | CCC1CCC(C(=O)NC(C(=O)NCCN2CCOCC2)C(C)C)CC1 (centres undefined) | -10% | -3% | -16% | -23% | -12% | 2 | -3% | -5% | -2%
31 | CN1/C(=C\C(=O)c2ccco2)c2ccccc2CC1(C)C | 6% | 7% | -7% | -7% | -3% | 1 | 4% | 6% | -1%
32 | CN1CCN(CC(=O)Nc2ccc([N+](=O)[O-])cc2Br)CC1 | 25%[57.1 µM] | -3% | 12% | -7% | 0% | 2 | -2% | -6% | 3%
33 | Oc1ccc(CN2CCCCC2)c2cccnc12 | -24% | -4% | 1% | -11% | -4% | -2 | nt | 10% | -5%
34 | O=c1c2ccccc2on1-c1ccccc1 | nt | 0% | nt | -8% | nt | -3 | 8% | nt | 6%
35 | COC(=O)CCc1ccc(O)cc1 | 9% | 22% | 7% | 8% | -6% | -4 | -8% | 5% | 0%
36 | COc1cccc(N/C(N)=N/c2nc(C)cc(=O)[nH]2)c1 | 21% | -2% | 49%[activator] | -22% | 1% | 0 | -4% | 4% | -4%
37 | C=CCN1C(=O)S/C(=C/c2ccc(Sc3nc4ccccc4[nH]3)o2)C1=O | -21% | -8% | 25% | -12% | 26% | 4 | i | -8% | 11%
38 | COc1ccc(-c2ccccc2C2=CC(=O)CC(C)(C)C2=O)cc1 | nt | -4% | nt | -30% | nt | -4 | 6% | nt | -1%

One compound at a time, from the list above. Screens in order: rTrxR1 inhibitor | GLS inhibitor | HP1b binding inh | USP1-UAF1 inh | Pin1 inh | PI4K2A inh | Tb PGK inh | TrxR1 substrate | mIDH1 inhibitor
COc1ccc2c(=O)c3c(=O)n(-c4ccccc4)c(-c4ccco4)nc3oc2c1 across the screens: -20% | 2% | 48%[activator] | -15% | 39%[activator] | 1 | -4% | -13% | -6%
CN1/C(=C\C(=O)c2ccco2)c2ccccc2CC1(C)C across the screens: 6% | 7% | -7% | -7% | -3% | 1 | 4% | 6% | -1%
CCn1cc(C(=O)NCCc2ccc(Cl)cc2)c(=O)c2cc(S(=O)(=O)N3CCC(C)CC3)ccc21 across the screens: 22% | -3% | 24% | -33% | ? | -7 | 5% | -1% | -4%
COc1ccc(/C=C(\C#N)C(=O)OCC(=O)Nc2c(C)cccc2C(C)C)cc1 across the screens: 6% | -15% | 28% | -8% | 4% | 4 | -1% | 0% | 0%
CCN1C(C(=O)c2ccccc2)=C(OC(=O)c2ccc(Cl)cc2)c2ccccc2S1(=O)=O across the screens: ? | 4% | 18% | -18% | 8% | 78 | i | -3% | 5%

Screens as filed in PubChem BioAssay.
